Compound activity as filed in PubChem.
RNase H inhibition = RNase H inhibition, HIV 1 Gag Pol polyprotein, FRET biochemical assay, screening (AID 372). HIV-1 RT RNase H, FRET RNA/DNA substrate fluorescence; higher % means a stronger effect. inhibition, % at 10 µM, or IC50 in µM where a hit was titrated. 100,000 compounds, 0.77% hits; in the data active = inhibition above about 50%
* = called active by the depositor; i = inactive. This is a subset; count on the stated rates, not on these rows.

SMILES	RNase H inhibition
CCNC(=O)CC1S/C(=N\N=C\c2ccc(C)o2)NC1=O (stereo unspecified)	3%
COc1ccc(C2CC(=O)C3=C(C2)NC(C)=C(C#N)C3c2ccc(F)cc2)cc1 (stereo unspecified)	12%
O=C(O)c1ccccc1C(=O)Nc1ncc(S(=O)(=O)c2ccc([N+](=O)[O-])cc2)s1	10%
C=CCNC(=O)CN(c1ccccc1OC)S(=O)(=O)c1ccccc1	5%
Cc1ccc(N=Cc2cccc(Cl)c2Cl)cc1N=Cc1cccc(Cl)c1Cl	8%
CCOc1ccc(NC(=O)CSc2nnc(-c3ccc(OC)cc3)o2)cc1	4%
CN1C(=O)NC(=O)/C(=C/c2cn(Cc3ccc([N+](=O)[O-])cc3)c3ccccc23)C1=O	37%
Oc1[nH]c2ccccc2c1C=NCc1ccc(Cl)cc1Cl	3%
CCOc1ccc(/C=C2\C(=O)NC(=S)N(c3ccc(Br)cc3)C2=O)c(OCC)c1	12%
O=C/C(=C\Nc1c2ccccc2nc2ccccc12)c1nc2cc(Cl)ccc2o1	2%
COc1ccc(CCNC(=O)c2cccc([N+](=O)[O-])c2)cc1	9%
C=CCN1C(=O)/C(=C/c2cccc(Br)c2)SC1=S	21%
CCOC(=O)c1c(NC(=O)C2CC3CCC2C3)sc2c1CCC(C)C2 (stereo unspecified)	4%
CCOC(=O)C1=C(O)/C(=C/c2cccnc2)SC1=Nc1ccc(C)cc1	14%
Cc1ccc(C(=O)O)cc1-c1ccc(C=C2C(=O)OC(c3ccccc3)OC2=O)o1 (stereo unspecified)	10%
COc1ccc2c(c1)-c1c(ssc1=S)C(C)(C)N2C(=O)CSc1ncn[nH]1	13%
O=C(CCCOc1ccc(Cl)cc1Cl)Nc1c[nH]c(=O)[nH]c1=O	16%
CCOC(=O)C1=C(C)N=c2s/c(=C\c3ccc(-c4ccc(Cl)c(C(=O)O)c4)o3)c(=O)n2C1c1ccccc1Cl (stereo unspecified)	9%
COc1ccc([N+](=O)[O-])cc1NC(=O)c1ccc(C)cc1	28%
Cc1cccc(N2C(=O)/C(=C/C=C/c3ccccc3[N+](=O)[O-])C(=O)NC2=S)c1	17%
COc1ccc(NC(=O)c2c(NC(=O)C(C)(C)C)sc3c2CCC(C)C3)cc1 (stereo unspecified)	27%
COc1ccc(/C=C/C(=O)Nc2ccc(NC3CCCCC3)c3c2C(=O)c2ccccc2C3=O)cc1	13%
CCOC(=O)c1c(-c2ccc(C)cc2)csc1NC(=O)c1ccccc1F	3%
CC1=C(C)CC2C(=O)N(Cc3ccccc3)C(=O)C2C1 (stereo unspecified)	5%
COC(=O)Nc1ccc2c(c1)N(C(=O)CCN1CCN3CCCC3C1)c1ccccc1CC2 (stereo unspecified)	7%
SMILES	RNase H inhibition
COc1ccc(C(=O)Oc2cc(/C=C3\SC(N)=NC3=O)ccc2OC)cc1	31%
Cc1ccc(N(CCCCN2C(=O)c3ccccc3C2=O)C(=O)Nc2ccc([N+](=O)[O-])cc2)cc1	15%
O=C1C(Cl)=C(Nc2cccc(O)c2)C(=O)N1c1ccc(Cl)c(Cl)c1	11%
O=C(N/N=C/c1cccc(Cl)c1Cl)c1cccnc1	0%
COc1ccc(NC(=O)c2ccccc2C)c(OC)c1	0%
Cc1ccc(OC(=O)COc2ccc(Cl)cc2Cl)cc1	6%
C=CCNC(=O)COc1ccc(-c2ccc(C)cc2)cc1	6%
COc1ccc(C2c3c(n(C)c(=O)n(C)c3=O)N=C3c4ccccc4C(=O)C32)cc1 (stereo unspecified)	0%
Cc1cc(C)nc(NC(=O)/C=C/c2ccccc2)n1	12%
COc1ccc(N2C(=O)c3ccccc3NC2c2ccccc2O)cc1 (stereo unspecified)	12%
COc1ccc(OC)c(Nc2nc3nonc3n3nnnc23)c1	0%
Cc1ccccc1N1C(=O)/C(=C/c2cccn2-c2ccccc2)C(=O)NC1=S	28%
CCOC(=O)c1ccc(Nc2nc(C)c([N+](=O)[O-])c(Nc3ccc(C(=O)OCC)cc3)n2)cc1	9%
Cc1cccc(NC(=O)c2cc(-c3cccs3)nc3ccccc23)c1	16%
Cc1ccc(N=C(N)N=C(N)N)c(C)c1	0%
CCOC(=O)c1ccc(NC(=O)CN(c2ccc(OC)cc2)S(=O)(=O)c2ccc(C)cc2)cc1	11%
O=C1C=C(c2c(O)ccc3ccccc23)c2ccccc2C1=O	16%
COC(=O)c1cc(-c2ccc(Cl)cc2)nc2ccc(Br)cc12	9%
O=C(O)c1ccc(-c2ccc(/C=N\Nc3nc(N4CCCCC4)nc(N4CCCCC4)n3)o2)cc1	6%
CCC(C)NC(=O)CN(c1ccccc1)S(=O)(=O)c1ccccc1[N+](=O)[O-] (stereo unspecified)	5%
CN(C)c1ccc(/C=C(/C#N)C(=O)Nc2ccc(O)cc2)cc1	1%
CCOC(=O)C1(C)C=C(Nc2ccc(OC)cc2)C(=O)N1c1ccc(OC)cc1 (stereo unspecified)	1%
CC1(C)NC(=O)N(CC(O)CN(c2ccccc2)c2ccccc2)C1=O (stereo unspecified)	4%
C=CCn1c(SCC(=O)O)nc2sc3c(c2c1=O)CCCC3	0%
CC1=C(C(=O)Nc2cccc(C)c2)C(c2ccc(Br)cc2)NC(=O)N1 (stereo unspecified)	3%

In the list so far, these have two or more sulfur atoms.
SMILES	RNase H inhibition
O=C(O)c1ccccc1C(=O)Nc1ncc(S(=O)(=O)c2ccc([N+](=O)[O-])cc2)s1	10%
C=CCN1C(=O)/C(=C/c2cccc(Br)c2)SC1=S	21%
COc1ccc2c(c1)-c1c(ssc1=S)C(C)(C)N2C(=O)CSc1ncn[nH]1	13%
C=CCn1c(SCC(=O)O)nc2sc3c(c2c1=O)CCCC3	0%

Additional records:
SMILES	RNase H inhibition
O=C(NC(=S)Nc1ncc(Br)cc1Br)c1cccs1	11%
C/C(=N\N=C1\NC(=O)C(CC(=O)Nc2ccccc2)S1)c1ccc(O)cc1O (stereo unspecified)	21%
CCOC(=O)c1c(NC(=O)c2ccccc2)sc2c1CCN(C(=O)OCC)C2	19%
Cc1cc(C(=O)Oc2ccc(Cl)c3cccnc23)ccc1[N+](=O)[O-]	23%
COC(=O)C1=C(C)N(c2ccc(OC)cc2)C(C)=C(C(=O)OC)C1c1ccc(OC)cc1	16%
COc1ccc(/C=C2/C(C)=C(C#N)c3nc(N)c(C#N)c(C)c32)cc1OC	19%
O=C(CN(c1ccc(Br)cc1)S(=O)(=O)c1ccccc1)N/N=C/c1ccc(Cl)c(Cl)c1	0%
Cn1ccnc1Sc1nc(Nc2ccccc2)nc(Nc2ccccc2)n1	16%
Cc1cc(OCC(=O)Nc2ccc(Cl)cc2C)ccc1Br	23%
Cc1c(C(=O)Nc2ccc3c(c2)OCCO3)cccc1[N+](=O)[O-]	0%
CC(=O)N/N=C/c1cc(C)n(-c2cc(Cl)ccc2Cl)c1C	10%
COc1ccccc1NC(=S)NC(=O)c1ccccc1Cl	21%
CCOc1ccc(C(=O)NC(=S)Nc2cccc(Cl)c2C)cc1Cl	3%
Cc1cc(OCC(=O)Nc2cc(Cl)cc(Cl)c2)ccc1Cl	0%
CCCCCOc1ccc(C2NC(=O)NC2=O)cc1 (stereo unspecified)	1%
COc1ccc(CC(=O)Nc2sc3c(c2C(=O)Nc2ccccc2Cl)CCCCC3)cc1	11%
Oc1c(Br)cc(Br)c(/C=N/Nc2nnc3c(n2)[nH]c2ccccc23)c1Br	26%
O=c1oc2ccccc2cc1-c1nnc(NC2CCCCC2)s1	7%
COc1ccc(/C=N/n2cc(-c3ccc(Cl)cc3)nc2/N=C/c2cc(Br)cc(Br)c2O)cc1	19%
Cc1ccc(N2C(=O)/C(=C/c3cc(Cl)cc(Cl)c3O)C(=O)NC2=S)cc1	4%
COc1ccc(C2=C/C(=C/c3cc(OC)c(OC)c(OC)c3)C(=O)O2)c(OC)c1	0%
CCONC(=O)C[n+]1csc2ccccc21	15%
Cc1cc(Br)ccc1NC(=O)c1cccc(I)c1	1%
Cc1cccc(N2C(=O)c3ccc(-c4ccc5c(c4)C(=O)N(c4cccc(C)c4)C5=O)cc3C2=O)c1	7%
COc1ccc(/C=C2\SC(=O)N(CC(=O)Nc3sc4c(c3C(N)=O)CCCC4)C2=O)cc1OC	0%

Shown as comma-separated lines: entries from further up
SMILES,RNase H inhibition
COc1ccc(/C=N/n2cc(-c3ccc(Cl)cc3)nc2/N=C/c2cc(Br)cc(Br)c2O)cc1,19%
Cc1ccc(N2C(=O)/C(=C/c3cc(Cl)cc(Cl)c3O)C(=O)NC2=S)cc1,4%

Four entries out of the list, sorted by SMILES length, ascending.
SMILES	RNase H inhibition
O=C1C=C(c2c(O)ccc3ccccc23)c2ccccc2C1=O	16%
CCOC(=O)c1c(NC(=O)C2CC3CCC2C3)sc2c1CCC(C)C2 (stereo unspecified)	4%
COc1ccc(C(=O)Oc2cc(/C=C3\SC(N)=NC3=O)ccc2OC)cc1	31%
O=C(CN(c1ccc(Br)cc1)S(=O)(=O)c1ccccc1)N/N=C/c1ccc(Cl)c(Cl)c1	0%

Additional entries follow:
SMILES	RNase H inhibition
Cc1ccc(C(C)C)c(OCC(=O)N/N=C/c2cccnc2)c1	6%
CCOC(=O)C1=C(C)N=c2s/c(=C\c3ccc(-c4ccc(Cl)cc4)o3)c(=O)n2C1c1cc(OC)ccc1OC (stereo unspecified)	7%
N#C/C(=C(/O)CCCN1C(=O)c2ccccc2C1=O)c1nc2ccccc2[nH]1	0%
CC1=C(C#N)c2nc(N)c(C#N)c(C)c2/C1=C\c1ccc(Cl)c(Cl)c1	22%
Nc1c(S(=O)(=O)O)ccc2c1C(=O)c1cccc(S(=O)(=O)O)c1C2=O	39%
Cc1ccc(SCC(=O)Nc2cccc([N+](=O)[O-])c2)cc1	0%
Cc1ccc(NC(=O)c2c(NC(=O)c3ccc([N+](=O)[O-])cc3)sc3c2CCCC3)cc1	0%
COc1ccc(/C=C2\C=C(c3ccc(Cl)cc3)OC2=O)c(C)c1	35%
CCOc1ccc(C(=O)NC(=S)Nc2ccc(C(=O)OC)cc2)cc1Cl	43%
O=[N+]([O-])c1ccc2[nH]c(O)c(N=Nc3ccccn3)c2c1	11%
COc1cccc(C=C2C(=O)NC(=S)NC2=O)c1OCc1ccccc1Cl	19%
O=C(NN1C(=O)/C(=C/c2c(Cl)cccc2Cl)SC1=S)c1ccccc1O	0%
COc1cccc(C2C(C(=O)OCCOc3ccccc3)=C(C)NC3=C2C(=O)CC(C)(C)C3)c1OC (stereo unspecified)	0%
O=C(Nc1cccc(O)c1)c1ccc(Cl)cc1	0%
O=c1oc2ccc([N+](=O)[O-])cc2cc1-c1nc(-c2ccc(-c3ccccc3)cc2)cs1	0%
O=C(Nc1ccc(Br)cc1F)c1cc(-c2ccccc2)nc2ccccc12	6%
O=C(N/N=C/c1cc(Cl)cc(Br)c1O)c1ccccc1[N+](=O)[O-]	10%
COc1cccc(C(=O)/C=C/c2ccc(F)cc2)c1	23%
CN1CCN(C(=S)NC(=O)/C=C/c2ccc(Br)cc2)CC1	10%
CN1C(=O)C(=Cc2cccn2-c2ccc(I)cc2)C(=O)N(C)C1=O	0%
N#C/C(=C\Nc1ccccc1)c1nc(-c2cccc(Br)c2)cs1	0%
COc1ccc(C(=O)N/N=C\c2sccc2C)cc1	0%
CC(=O)Nc1ccc(S(=O)(=O)Nc2cccc(C(=O)Nc3cccc(Cl)c3)c2)cc1	2%
O=C1NC(=S)S/C1=C/c1ccc(-c2cccc(C(=O)O)c2)o1	9%
O=C1c2ccccc2C(=O)c2cc(S(=O)(=O)Nc3nc4ccccc4s3)ccc21	11%
SMILES	RNase H inhibition
Cc1cccc(NC(=S)NC(=O)c2ccc(Cl)cc2)c1	14%
Cc1ccc(Cl)cc1NC(=O)CSc1nc2ccccc2s1	8%
CCOC(=O)CC(=O)Nc1nc2ccc(Br)cc2s1	3%
CCCCc1cc(=O)oc2cc(OCc3cccc(OC)c3)ccc12	28%
Cc1c(O)ccc2c1oc(=O)c1ccccc12	18%
Cc1ccc(/C(N)=N/OC(=O)c2ccccc2F)cc1	24%
N#Cc1c2c(c(N3CCOCC3)n3c1nc1ccccc13)CCC2	4%
Cc1ccc(NC(=O)c2c(NC(=O)c3ccccc3F)sc3c2CCCCC3)cc1	i
COc1ccc(C2C(C#N)=C(N)OC3=C2C(=O)CC(C)C3)cc1Br (stereo unspecified)	12%
CCOc1ccccc1/C=C(/NC(=O)c1ccccc1)C(=O)N1CCOCC1	5%
COc1ccccc1N1CCN(/N=C\c2ccc(N(C)C)cc2)CC1	5%
CCOC(=O)c1c(NC(=O)CCc2ccccc2)sc(C(=O)Nc2cc(C(F)(F)F)ccc2Cl)c1C	0%
CCOC(=O)c1ccc(N=Cc2ccc(OCc3ccccc3)cc2)cc1	23%
O=C(NN=C(/C=C/c1ccccc1)/C=C/c1ccccc1)c1ccc(Cl)c(Cl)c1	13%
CC1(C)CC(=O)C2=C(C1)Nc1ccccc1N(C(=O)c1ccccc1)C2c1cccc(F)c1 (stereo unspecified)	10%
Cc1[nH]n(-c2ccc(Cl)cc2)c(=O)c1C=Nc1ccccc1	14%
O=C1c2ccccc2C(=O)N1c1cccc(S(=O)(=O)N2CCCCC2)c1	5%
CCOC(=O)COc1ccc(C=C2C(=O)N(C)C(=S)N(C)C2=O)cc1OCC	5%
Clc1ccc(-n2ncnc2-c2ccccc2)cc1	1%
CCOC(=O)c1ccc(NC(=S)NC(=O)c2ccccc2[N+](=O)[O-])cc1	18%
COc1ccc(Cl)cc1N(CC(=O)Nc1ccccc1F)S(C)(=O)=O	5%
CCOc1ccc(N(CC(=O)Nc2ccccc2C(F)(F)F)S(C)(=O)=O)cc1	0%
O=C(CCCC(=O)OCC(F)(F)C(F)F)Nc1nc2ccccc2s1	1%
O=P(CC[P+](CCO)(c1ccccc1)c1ccccc1)(c1ccccc1)c1ccccc1	8%
Cc1ccc(-n2c(O)c(/C=N/Nc3ccccc3)c3ccccc3c2=O)cc1	0%
O=c1/c(=C/c2ccc(-c3ccc(Cl)cc3Cl)o2)sc2nc3ccccc3n12	9%

Reprinted at random: 3 entries already listed, in no set order.
SMILES	RNase H inhibition
CCOC(=O)COc1ccc(C=C2C(=O)N(C)C(=S)N(C)C2=O)cc1OCC	5%
O=C(NN=C(/C=C/c1ccccc1)/C=C/c1ccccc1)c1ccc(Cl)c(Cl)c1	13%
COc1ccc(Cl)cc1N(CC(=O)Nc1ccccc1F)S(C)(=O)=O	5%
